# GALK inh: inhibitors of human galactokinase (GALK); Potency, µM (top dose mostly 57.5 µM), without a hit: top-dose activity, negative = inhibition, hits mostly inhibitors; recombinant GALK, Kinase-Glo ATP luminescence, 1 h; P51570; 44,000 tested, under 10 active;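 note: plate controls were full GALK reaction for no effect and reaction lacking GALK for full effect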
# Target sequence (P51570 whole entry, looked up): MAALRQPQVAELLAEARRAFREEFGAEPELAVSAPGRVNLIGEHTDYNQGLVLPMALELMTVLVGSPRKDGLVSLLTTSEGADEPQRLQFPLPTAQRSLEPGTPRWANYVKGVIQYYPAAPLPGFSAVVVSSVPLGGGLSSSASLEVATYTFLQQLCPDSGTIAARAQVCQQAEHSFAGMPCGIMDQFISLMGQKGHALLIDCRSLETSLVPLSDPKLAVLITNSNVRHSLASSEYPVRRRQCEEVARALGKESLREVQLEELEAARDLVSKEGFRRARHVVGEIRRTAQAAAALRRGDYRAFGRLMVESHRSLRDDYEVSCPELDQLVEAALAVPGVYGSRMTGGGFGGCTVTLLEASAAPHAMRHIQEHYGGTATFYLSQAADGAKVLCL
#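 5 nM GALK with 35 µM ATP and 100 µM galactose in HEPES pH 8.0, MgCl2, NaCl, DTT, BSA; 1 h RT reaction, remaining ATP detected by Kinase-Glo Plus luminescence after 10 min; qHTS concentration series.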
# PTAP-TSG101 blk: TSG101-PTAP interaction inhibition, HIV-1 budding; 44,000 tested, under 10 active; Potency, µM (titrated, usually from 115 µM), without a hit: at the top dose activity change, negative = inhibition, hits mostly inhibitors; Fluorescence polarization, FITC-PTAP peptide/Tsg101, 20 min; note: potency is the fitted concentration of half-maximal effect; 0% is about no effect
# Target sequence (Q99816 whole entry, looked up): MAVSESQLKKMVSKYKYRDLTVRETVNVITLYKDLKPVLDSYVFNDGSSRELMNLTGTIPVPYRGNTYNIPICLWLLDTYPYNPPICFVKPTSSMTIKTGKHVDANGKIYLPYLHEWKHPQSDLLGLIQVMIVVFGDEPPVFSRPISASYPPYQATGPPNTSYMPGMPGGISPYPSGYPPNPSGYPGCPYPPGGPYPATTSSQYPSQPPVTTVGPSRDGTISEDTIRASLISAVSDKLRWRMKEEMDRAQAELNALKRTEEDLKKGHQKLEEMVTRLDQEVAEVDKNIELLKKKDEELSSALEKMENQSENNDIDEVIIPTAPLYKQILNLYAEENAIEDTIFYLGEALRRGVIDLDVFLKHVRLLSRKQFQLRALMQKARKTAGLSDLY
#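 Steps: Tsg101 binding domain (10 uM final) in HEPES pH 7.5/NaCl/Tween 20/EDTA/TCEP; add compound; add FITC-PTAP peptide (50 nM final); incubate 20 min r.t.; read polarization.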
# NTMT1 inh: inhibitors of human N-terminal methyltransferase NTMT1; NTMT1 MTase-Glo SAH luminescence, purified enzyme; Potency, µM (doses to about 114 µM), without a hit: top-dose activity change, negative = inhibition, actives largely listed as inhibitors; 2.5% of 59,000 active;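 note: potency is the fitted concentration of half-maximal effect; plate controls were DMSO vehicle for no effect and no enzyme for full effect; nearly all actives have a fitted effect of over 65% in size; many of its hits are not listed in these tables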
# Target sequence (Q9BV86 whole entry, looked up): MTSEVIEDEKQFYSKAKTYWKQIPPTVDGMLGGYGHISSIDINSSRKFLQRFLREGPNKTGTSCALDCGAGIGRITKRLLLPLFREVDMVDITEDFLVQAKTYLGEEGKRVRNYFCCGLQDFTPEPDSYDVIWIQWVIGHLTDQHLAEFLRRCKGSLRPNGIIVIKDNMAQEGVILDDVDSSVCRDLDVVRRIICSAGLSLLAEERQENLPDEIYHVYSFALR
# FH mod: Identification of activators of human fumarate hydratase by quantitative high-throughput screening; Fumarate hydratase, mitochondrial (Homo sapiens), P07954; FH coupled MDH/diaphorase resazurin fluorescence, 15 min; Potency, µM (top dose mostly 79.9 µM), for the others: at the top dose activity change, negative = inhibition, most hits filed as inhibitors; 0.22% of 54,000 active; AID 1347055, 2019; note: potency is the fitted concentration of half-maximal effect; % is set by controls: 0 for no effect and ±100 for the full control effect; the screen sought activators but most active calls are inhibition curves; nearly all actives have a fitted effect of over 45% in size
# B2AR arrestin ag: beta-arrestin recruitment by human beta2-adrenergic receptor ligands | HTLA Tango cells, beta-arrestin recruitment, luciferase luminescence, 18 h | Potency, µM (titrated, usually from 46.1 µM), inactives show at the top dose activation, actives largely listed as activators | 44,000 tested, under 10 active | AID 1347077;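 note: potency is the fitted concentration of half-maximal effect; 0% = DMSO and full agonism = EC100 isoproterenol or metaproterenol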
#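 Tango cells (recombinant beta2-AR, beta-arrestin, tTA-driven luciferase), 1500/well in DMEM 1% FBS, treated 18 h at 37 °C with compounds up to 46 µM; luciferin mix added, luminescence read after 15 min; %activity curves fitted and curve-classed.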
# p53null 39C tox: p53 null cell cytotoxicity, nonpermissive temperature. 0.97% of 55,000 active. H1299 p53-null (neo) cells, 39C, ATPlite viability, 24 h. AID 904. Potency, µM (series often up to 46.1 µM), without a hit: at the highest dose activity, negative = cell killing, most hits filed as cytotoxic;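 note: potency is the fitted concentration of half-maximal effect; 0% = DMSO only and -100% = full killing by 100 µM tamoxifen; nearly all actives have a fitted effect of over 50% in size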
#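 Luminescent ATP signal reported cell survival after H1299 lines (neo, p53 null; or p53 A138V) received up to 46 uM compound and 24 hr incubation at 39C.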
# p53null 32C tox: kills p53 null cells at the permissive temperature. H1299-neo p53 null cells, ATP luminescence, 24 h, 32C. Potency, µM (titrated, usually from 46.1 µM), inactives show at the top dose activity change, negative = cytotoxicity, hits mostly cytotoxic. 0.62% of 55,000 active;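 note: potency is the fitted concentration of half-maximal effect; 0% = DMSO only and -100% = full killing by 100 µM tamoxifen; nearly all actives have a fitted effect of over 55% in size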
#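 Cytotoxicity: H1299-neo (no p53), 32C, 24 h treatment. Concentrations up to 46 uM. Readout cellular ATP, luminescence. Normalization to DMSO basal and tamoxifen 100 uM maximal kill.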
# * hit, by the source's call; ? = inconclusive; nt = no result given; [ ] = another dose, or the depositor's remark. Calls come from the whole dose curve; as a rule, active = well fitted curve in the direction sought with a large enough effect; inconclusive = small, poorly fitted or top-dose-only effect, or another doubt; inactive = no such curve, though single readings can be large; an effect the other way counts as inactive or inconclusive. These rows are one share of the data; rates above refer to the full screens.
# Each structure is followed by: p53null 32C tox	B2AR arrestin ag	FH mod	GALK inh	NTMT1 inh	p53null 39C tox	PTAP-TSG101 blk
1: COc1ccc(N2CCN(C(=O)C3CCN(S(=O)(=O)c4cnc[nH]4)CC3)CC2)cc1
 : 3.0%	-0.1%	-6.4%	0.4%	?	10.8%	-1.3%
2: CCC(C(=O)OC)n1nnc2sc(-c3ccccc3)cc2c1=O (stereo not drawn)
 : -28.8%	-1.2%	-9.2%	7.6%	-0.6%	-47.0%	-1.4%
3: COc1ccc(CN2CCN(S(=O)(=O)c3ccc(NC(C)=O)cc3)CC2)c(OC)c1OC
 : -1.3%	1.1%	-34.0%	3.2%	-8.5%	-2.5%	-0.4%
4: Cc1c(C(=O)N2CCC(c3nc4ccccc4s3)CC2)oc2cc(Br)ccc12
 : 18.1%	-4.9%	-35.3%	5.3%	17.6%	4.1%	3.7%
5: Cc1c(Cl)cccc1NC(=O)Nc1nnc(N2CCCCCC2)s1
 : 0.2%	-0.6%	4.7%	2.8%	0.3%	39.7%	-3.0%
6: COc1ccc(CCN2C(=O)c3oc4cc(C)cc(C)c4c(=O)c3C2c2ccccc2F)cc1OC (stereo not drawn)
 : -0.7%	-0.5%	-10.5%	-1.3%	-29.4%	-9.6%	-1.3%
7: CC(=O)c1ccc(NC(=O)CN2C(=O)CCc3ccccc32)cc1
 : ?	2.0%	-9.5%	-8.9%	-9.4%	?	1.2%
8: CCn1c(=O)n(CC2CCC(C(=O)NC(C)C)CC2)c(=O)c2sccc21 (stereo not drawn)
 : -2.6%	-0.7%	9.5%	-0.2%	3.5%	20.6%	-1.2%
9: Cc1c(C(=O)N2CCCC2)oc2c1-c1nn(CC(=O)NCc3ccccc3Br)cc1CC2
 : 0.9%	1.9%	-16.4%	-7.9%	-9.4%	-24.5%	-0.8%
10: Cc1nc2c(c(C)c1CCC(=O)N1CCN(c3ccccc3)CC1)c(=O)n(C)c(=O)n2C
 : 4.2%	-0.7%	2.2%	-0.4%	-21.4%	-4.1%	-2.7%
11: CCOC(=O)c1c(C)oc2nc(C)nc(NCc3cccc(Cl)c3)c12
 : -0.6%	-0.4%	-19.7%	0.7%	-9.3%	-7.5%	0.7%
12: CC(=O)N1CCc2c(sc3c2c(=O)n(-c2ccccc2)c(=O)n3CC(=O)Nc2ccccc2)C1
 : 3.2%	-3.6%	2.9%	-0.9%	0.4%	-12.8%	2.8%
13: O=c1cc(-c2ccccc2)c2cc(Cl)c3c(c2o1)CN(Cc1ccccc1)CO3
 : -3.6%	-2.1%	-7.3%	7.7%	-0.8%	-1.9%	-0.5%
14: CCOC(=O)c1ccc(N2C(=O)c3n[nH]c(C)c3C2c2ccc(CC)cc2)cc1 (stereo not drawn)
 : 8.1%	0.5%	0.0%	0.4%	4.6%	10.0%	-3.7%
15: CCOc1ccc(NC(=O)CSc2nnc(CC)c(CC)n2)cc1
 : -8.9%	0.2%	2.7%	-0.1%	?	0.9%	0.6%
16: Cc1ccc2oc(C(=O)N(Cc3ccc(N(C)C)cc3)CC3CCCO3)c(C)c2c1 (stereo not drawn)
 : 27.7%	-1.4%	-23.4%	-1.2%	-4.8%	10.1%	-1.3%
17: Cc1cc(C)cc(NS(=O)(=O)c2ccc3[nH]cc(C(=O)N4CCCCCC4)c(=O)c3c2)c1
 : 3.4%	0.1%	-5.6%	-2.2%	8.0%	-2.2%	-14.1%
18: CCOC(=O)c1cc(-c2ccccc2)n(-c2cccc(C(=O)Nc3ccc(OCC)cc3)c2)c1C
 : 8.1%	1.7%	?	0.7%	0.1%	25.2%	1.2%
19: COc1ccc(NC(=O)CSc2c(C(C)C)cnc3c2c(=O)n(C)c(=O)n3C)c(OC)c1
 : -5.2%	0.5%	-4.5%	1.8%	?	-2.7%	0.9%
20: COc1ccc(OC)c(NC(=O)CSC2=Nc3ccccc3C3=NC(CC(=O)NCc4ccc5c(c4)OCO5)C(=O)N23)c1 (stereo not drawn)
 : 1.0%	-2.2%	?	-1.9%	?	0.5%	-9.1%
21: CCOc1ccc(N(CC(=O)Nc2cc(OC)cc(OC)c2)S(=O)(=O)c2c(C)[nH]c(=O)[nH]c2=O)cc1
 : 1.6%	-0.7%	10.7%	0.0%	-7.2%	-16.8%	-1.9%
22: Cc1ccc(-c2nc(S(=O)(=O)c3ccc(F)cc3)c(N3CCN(c4ccccc4)CC3)o2)cc1
 : -1.3%	0.7%	-8.3%	-0.8%	19.8%	1.4%	-0.3%
23: Cc1ccc(Nc2c(-c3cccnc3)nc3ccc(Br)cn23)cc1
 : 8.1%	0.0%	-9.5%	-5.8%	5.2%	-15.3%	1.8%
24: CCOC(=O)N1CCc2c(sc3c2c(=O)n(CCc2ccccc2)c(=O)n3Cc2ccc(C)cc2C)C1
 : -6.3%	0.6%	-13.3%	-1.7%	8.1%	8.9%	0.4%
25: Cc1c(C(=O)Nc2cccc(C(F)(F)F)c2)oc2ccc(S(=O)(=O)N(C)C3CCCCC3)cc12
 : -3.9%	-1.0%	-21.1%	-0.5%	19.1%	17.3%	-3.4%
26: CCN(CC)CC(C)CNC(=O)c1cc(-c2ccc(Br)s2)nc2ccccc12 (stereo not drawn)
 : 23.8%	0.2%	-5.8%	5.8%	?	?	0.4%
27: CCOc1ccccc1N1CC(c2nc3ccccc3n2CCCOc2ccccc2)CC1=O (stereo not drawn)
 : 0.2%	-2.4%	-1.1%	0.1%	?	-20.3%	1.7%
28: CCn1c(CN2CCCCC2)nc2cc(NC(=O)COc3cc(C)ccc3C(C)C)ccc21
 : 48.4%[activator]	-3.8%	?	-9.2%	-2.0%	?	-0.2%
29: COc1ccc(Cc2c(C)nn(-c3nc(C)c(C(=O)Nc4cccc(C(C)=O)c4)s3)c2C)cc1
 : 4.4%	-4.6%	-20.0%	2.0%	7.6%	-26.8%	-5.8%
30: CCc1cc2c(cc3c(=O)n(CC(=O)NCCc4ccc(OC)cc4OC)nc(CC)n32)s1
 : -6.6%	0.4%	-1.9%	-3.0%	7.2%	-13.3%	0.2%
31: O=C(NC(=O)c1cccc(F)c1)Nc1ccc(-c2cc(C(F)(F)F)nn2-c2ccccc2)cc1
 : -7.9%	0.8%	-7.7%	-0.7%	0.6%	-8.6%	-0.5%
32: COc1ccc(N(C)S(=O)(=O)c2ccc3c(c2)n(C)c(=O)c(=O)n3C)cc1
 : 0.2%	-1.2%	?	8.0%	-20.8%	22.3%	-3.4%
33: Cc1nn(CC(=O)NCc2cccc(F)c2)c(=O)c2c(C)n(-c3ccc(Cl)cc3)nc12
 : 1.9%	0.4%	3.8%	2.5%	-2.1%	-19.7%	-1.4%
34: Cc1ccc(-c2cn3c(n2)sc2cc(C(=O)NCCC4=CCCCC4)ccc23)cc1
 : 3.5%	2.4%	-3.6%	-3.0%	-3.9%	0.4%	3.8%
35: Cc1ccc(CNC(=O)c2ccc(CSCc3cccc(C)c3)o2)cc1
 : 13.1%	0.0%	-13.7%	-1.0%	-0.7%	6.2%	-7.3%
36: COc1cc(NC(=O)Cn2nc3c(cc2=O)CC(C)CC3)cc(OC)c1OC (stereo not drawn)
 : -13.8%	-1.0%	7.9%	1.2%	4.4%	2.6%	3.0%
37: O=C(CN1CCN(S(=O)(=O)c2cc(Cl)ccc2Cl)CC1)Nc1cccc(F)c1
 : 11.2%	-0.4%	-7.0%	-0.3%	4.8%	-2.5%	-9.2%
38: Cc1c(Cl)cccc1N1C(N)=C(C#N)C(c2cc(CN3CCOCC3)cs2)C2=C1CCCC2=O (stereo not drawn)
 : 0.3%[9.22 µM]	5.5%	-15.7%	8.1%	-4.5%	-8.3%	1.6%
39: COc1ccc(C(=O)c2oc3ccccc3c2NC(=O)COc2c(C)cc(C)cc2C)cc1
 : -0.4%	0.8%	-7.5%	5.5%	8.7%	-21.8%	-2.5%
40: Cc1ccc(N2CC(C(=O)NCc3nnnn3-c3ccc(C)c(C)c3)CC2=O)cc1 (stereo not drawn)
 : -5.1%	1.3%	-2.5%	-0.5%	15.1%	3.9%	-1.4%
41: C=Cc1ccc(Cn2c(C(=O)O)c(CNCc3cccs3)c3ccc(C)cc32)cc1
 : 23.2%	-0.5%	?	1.2%	6.0%	-10.8%	-5.0%
42: Cc1ccccc1C1CC(=O)Nc2ccc3ccccc3c21 (stereo not drawn)
 : 23.7%	-2.2%	-5.9%	-6.2%	4.3%	1.1%	-4.9%
43: COc1ccc(-c2nc(SCC(=O)NCc3nc4ccccc4n3C)n3[nH]c(=O)cc3n2)cc1
 : 0.5%	2.1%	nt	1.7%	nt	20.9%	-6.8%
44: Cc1ccc(NC2=C(c3ccc(C(F)(F)F)cc3)C(=O)c3ccccc32)cc1C
 : ?	-1.7%	?	-0.6%	43.7%[activator]	?	1.1%
45: CCN(C(=O)Cn1c(C(=O)OC)cc2sc(Cl)cc21)c1cccc(C)c1
 : -1.2%	-0.4%	0.1%	7.1%	6.6%	-5.6%	-1.3%
46: Cc1ccc(Nc2c(-c3ccccc3O)nc3cc(C)ccn23)cc1
 : 8.5%	-0.2%	-20.3%	-8.4%	11.2%	1.2%	0.7%
47: CCS(=O)(=O)N1CCc2cc(C(=O)Nc3cccc(C(C)=O)c3)ccc21
 : 16.4%	-2.4%	-7.0%	-9.1%	?	?	0.9%
48: CCc1c(C)nc2nncn2c1Nc1ccc(C)c(F)c1
 : -4.4%	-0.1%	6.2%	0.4%	6.4%	-22.8%	-0.5%
49: Cc1ccc(Nc2nc(C)nc(N)c2S(=O)(=O)c2ccccc2)cc1
 : 3.9%	0.7%	1.5%	0.0%	-0.4%	-2.3%	-3.0%
50: Cc1ccc2onc(CC(=O)N(C)c3ccccc3)c2c1
 : ?	1.2%	5.4%	0.5%	-9.8%	-25.6%	25.2%
51: Cc1ccc(C)c(Oc2nc3c(c(=O)n(C)c(=O)n3C)n2Cc2ccccc2)c1
 : 8.7%	-1.4%	-13.0%	1.2%	2.9%	16.2%	-7.5%
52: Cc1ccc2occ(CC(=O)Nc3nnc(C(C)C)s3)c2c1
 : -9.1%	0.3%	-9.3%	8.8%	-7.6%	-24.4%	1.0%
53: COc1ccc(-n2ncc(C(=O)N3CCOCC3)c2C2CCN(C(=O)OC(C)(C)C)CC2)cc1
 : 0.6%	0.0%	-10.7%	-2.3%	4.8%	-15.1%	-5.5%
54: CCCCOc1cccc(NC(=O)CSc2nnc(C)s2)c1
 : 3.0%	0.4%	-8.0%	0.0%	17.6%	19.9%	0.2%

# Three compounds from above, ordered by count of non-hydrogen atoms, high to low:
# Each structure is followed by: p53null 32C tox	B2AR arrestin ag	FH mod	GALK inh	NTMT1 inh	p53null 39C tox	PTAP-TSG101 blk
51: Cc1ccc(C)c(Oc2nc3c(c(=O)n(C)c(=O)n3C)n2Cc2ccccc2)c1
 : 8.7%	-1.4%	-13.0%	1.2%	2.9%	16.2%	-7.5%
49: Cc1ccc(Nc2nc(C)nc(N)c2S(=O)(=O)c2ccccc2)cc1
 : 3.9%	0.7%	1.5%	0.0%	-0.4%	-2.3%	-3.0%
50: Cc1ccc2onc(CC(=O)N(C)c3ccccc3)c2c1
 : ?	1.2%	5.4%	0.5%	-9.8%	-25.6%	25.2%
